Shn3 inh set2: Schnurri-3 reporter inhibition in Clone20 osteoblasts | 0.52% of 360,000 active | inhibition, % at 12.5 µM | Clone20 osteoblast Shn3 3'UTR firefly luciferase, 24 h;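 active means mean inhibition of at least 75% with every replicate also reaching 75%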;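 further: 0% = median of neutral control wells and 100% = pilot-screen positive control compound; some compounds past the cut are filed as inactive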
CF NFkB block: inhibitors of cystic fibrosis induced NF-kB; KKLEB NF-kB-GFP reporter, PAF-induced, GFP fluorescence overnight; inhibition, % at 5 µM; 0.86% of 360,000 active; AID 588850;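 active means at least 50% inhibition at 5 µM, scaled per plate between neutral and stimulator controls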;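 further: PAF is a Pseudomonas aeruginosa culture filtrate used as stimulus; plate controls were PAF-stimulated DMSO wells for no effect and unstimulated DMSO wells for full effect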
Peg3 prom inh: reduces Peg3 promoter-driven luciferase expression in HeLa. HeLa PEG-Prom luciferase reporter, luminescence, overnight. inhibition, % at 20 µM. 1.7% of 360,000 active;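 active means inhibition of at least 50% at 20 µM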
NR2E3 ag-1: activates human NR2E3 receptor. inhibition of corepressor binding, % at 3.98 µM. AID 602229. 0.35% of 360,000 active. Q9Y5X4. CHO-S Gal4-NCOR/VP16-NR2E3 two-hybrid, luciferase;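 active means inhibition above the mean of all tested compounds plus 3 SD, cut at about 70% in these data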;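 further: 0% = DMSO with NR2E3 transfected cells and 100% = cells lacking NR2E3 construct; higher means lower luciferase signal from less NR2E3 corepressor binding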
Target sequence (Q9Y5X4 whole entry, looked up, the tested form may be a part): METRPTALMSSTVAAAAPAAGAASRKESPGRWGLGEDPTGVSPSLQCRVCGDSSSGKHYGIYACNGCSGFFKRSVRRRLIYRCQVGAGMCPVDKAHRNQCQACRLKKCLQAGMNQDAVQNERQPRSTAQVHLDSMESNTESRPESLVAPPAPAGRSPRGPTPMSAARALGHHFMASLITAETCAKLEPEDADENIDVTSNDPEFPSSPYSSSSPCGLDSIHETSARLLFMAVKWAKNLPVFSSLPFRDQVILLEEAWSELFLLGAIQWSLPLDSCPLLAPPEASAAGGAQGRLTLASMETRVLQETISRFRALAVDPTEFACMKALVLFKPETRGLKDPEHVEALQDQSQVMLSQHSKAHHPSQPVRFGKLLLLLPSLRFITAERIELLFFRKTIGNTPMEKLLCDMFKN
HIF-2a inh: HIF-2a inhibition; 786-0 RCC cells HIF-2a reporter, luciferase luminescence, overnight; inhibition, % at 18.8 µM; 0.72% of 360,000 active; AID 624352;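 active means inhibition of the luminescence signal of 40% or more relative to plate controls, in a single-dose primary screen at 18.75 µM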
TRAIL sens C8: caspase-8 TRAIL sensitization. NB7+C8 cells + TRAIL, ATPlite viability luminescence. inhibition (viability loss, TRAIL sensitization), % at 10 µM. 1% of 360,000 active;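 active means compounds causing at least 50% loss of cell viability in the single-dose screen, relative to plate controls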
EBV LMP1 NFkB: inhibitors of Epstein-Barr LMP1-induced NF-kappaB reporter. LMP1-induced NF-kappaB luciferase reporter cells, luminescence. inhibition, % at 12.5 µM. 0.69% of 350,000 active. AID 504558; in the data active means inhibition above about 41%;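 further: 0% = neutral control wells and 100% = reference inhibitor control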
MITF TRPM1 inh: inhibitors of MITF-driven TRPM1 promoter in melanoma cells; SK-MEL-5 TRPM1 promoter luciferase, 24 h; inhibition, % at 12.5 µM; 0.83% of 330,000 active; AID 488899;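 active means mean inhibition across replicates of 60% or more, whatever share of single replicates reaches that level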; further: values of inactives mirror those of a sister screen read the other way
NR2E3 ag-2: activates human photoreceptor nuclear receptor NR2E3. inhibition of corepressor binding, % at 4.78 µM. GST-NR2E3/biotin-RetCOR TR-FRET, 1536-well. 0.12% of 320,000 active. Q9Y5X4. AID 2300;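 active means percent inhibition above the cutoff of mean plus 3 SD of all tested compounds, set per screening campaign, cut at about 20% in these data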;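 further: 0% = DMSO wells and 100% = biotin wells as full block of FRET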
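Material: NR2E3–RetCOR corepressor complex / Incubation: Compound–protein incubation for 5 h at 4 °C / Dosing: compound at 4.8 µM, single dose / Detection: time-resolved FRET / Benchmarks: high control biotin, low control 0.6% DMSO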
iPSC survival up: hiPSC single-cell survival enhancement | ATPlite luminescence; 100% = ROCK inhibitor wells, 0% = DMSO | survival enhancement, % at 20 µM | 0.044% of 360,000 active | AID 602274; in the data active means survival enhancement above about 18%;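 further: cells exposed to compounds for 16 hours before the ATP read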
KKLEB tox: CF airway cell cytotoxicity counter-screen. KKLEB CF airway cells viability, ATPlite luminescence, overnight; active compounds read low; cells stimulated with P. aeruginosa culture filtrate. activity change (cytotoxicity), % at 5 µM. 0.36% of 360,000 active;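 active means corrected activity change at or below -50% at 5 µM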
Starred values were filed as active, the others as inactive; nt = not tested or not shown.

SMILES | Shn3 inh set2 | CF NFkB block | Peg3 prom inh | NR2E3 ag-1 | HIF-2a inh | TRAIL sens C8 | EBV LMP1 NFkB | MITF TRPM1 inh | NR2E3 ag-2 | iPSC survival up | KKLEB tox
Cc1nn2c(-c3cccc(NC(=O)CSc4nc5ccccc5o4)c3)nnc2c2ccccc12 | 44 | -48 | 29 | -20 | -59 | 22 | 24 | -32 | 2 | -1.8 | 11
Cc1ccccc1S(=O)(=O)Cc1ccc(C(=O)NCCN2CCCCC2C)o1 (stereo unspecified) | 2 | -31 | -14 | -1 | 15 | -2 | 5 | -7 | 0 | 1.2 | 0
O=C(Nc1cccc(C(F)(F)F)c1)c1csc(-c2ccncc2)n1 | 3 | -32 | -28 | 10 | -36 | 6 | 11 | -12 | 9 | -2.0 | 2
COCCn1c(N)c(Sc2ccc(Cl)cc2)c(=O)[nH]c1=O | 2 | 10 | -7 | -6 | 16 | -2 | -4 | 1 | -1 | 0.2 | -10
CC(C)Nc1nc(Nc2ccc(F)cc2)c2sccc2n1 | 34 | 29 | 12 | 5 | 10 | 4 | nt | nt | nt | -1.5 | -24
Fc1c(F)c(F)c(SCn2cc(Br)cn2)c(F)c1F | 2 | -1 | 0 | -24 | 4 | -3 | 1 | 3 | 5 | -0.3 | 6
COc1ccc(NC(=O)CCNC(=O)c2ccco2)c(OC)c1 | -5 | 2 | -14 | -45 | -27 | 12 | 1 | 4 | 0 | 0.1 | -3
CCN(CC)c1nc(-c2ccc(C(=O)NN)cc2)nc(-c2ccc(C(=O)NN)cc2)n1 | -19 | -15 | -1 | -2 | 14 | -7 | 2 | 4 | nt | -0.3 | 6
O=c1oc(-c2ccccc2F)nc2scc(-c3ccccc3)c12 | -82 | 24 | -104 | -41 | -138 | -4 | nt | nt | -3 | -0.7 | -18
NC(=O)c1nsc(C(=O)N(CC(=O)NC2CCCCC2)Cc2ccc(F)cc2)c1N | 1 | 7 | 42 | -14 | -3 | 11 | -1 | -5 | 1 | 1.1 | -24
CCOC(=O)SC1=N/C(=C\c2ccc(N(C)C)cc2)C(=O)S1 | 5 | 4 | 0 | 0 | -14 | -3 | 5 | 7 | 1 | 5.6 | 9
COc1ccc2[nH]c(=O)c(CNc3ccccc3OC)cc2c1 | 6 | 8 | 0 | -15 | -31 | 8 | 10 | 3 | 3 | -0.1 | 3
FC(F)(F)c1cc(-c2ccccc2)nc(-n2cc(Cl)cn2)n1 | -5 | 0 | -6 | -41 | -23 | -4 | 5 | -3 | -1 | -0.3 | -8
O=C(NCc1ccccc1Cl)C1CCN(S(=O)(=O)N2CCC3(CC2)OCCO3)CC1 | 4 | -13 | 15 | -2 | 15 | -2 | 7 | 9 | 0 | 2.4 | -2
CCCCC1=CC2=C(c3ccco3)C(=O)C(C)(OC(=O)c3ccc(OC)cc3)C(=O)C2=CN1CCc1ccccn1 (stereo unspecified) | -10 | 4 | -5 | 15 | 12 | -3 | -8 | 13 | 8 | -2.4 | 7
C[C@@H]1CN([C@@H](C)CO)C(=O)CCCn2nncc2CO[C@H]1CN(C)C(=O)Nc1cccc2ccccc12 | -7 | 2 | -4 | -5 | 17 | -3 | -5 | nt | nt | 3.0 | 18
COc1ccc(-n2c(C)cc(/C=C/c3nc(O)c([N+](=O)[O-])c(=O)[nH]3)c2C)cc1 | -4 | 13 | -3 | -21 | 4 | 25 | 6 | -7 | 1 | 1.4 | -2
CN(C)/C=C1\N=C(c2ccccc2)OC1=O | -32 | -6 | -50 | 6 | -64 | 0 | 2 | -17 | 0 | 4.2 | -1
CC(=O)N(c1c(C)n(C)n(-c2ccccc2)c1=O)C1(C(=O)NC2CCCC2)CCCCC1 | -8 | -9 | 8 | -9 | 12 | -3 | -6 | 2 | 1 | -0.3 | 6
COCCc1nc2ccc(C(=O)N3CCCC(CCCO)C3)cc2o1 (stereo unspecified) | 2 | 11 | -7 | -37 | 3 | -13 | -6 | -4 | -2 | -0.3 | -13
CCSc1nnc2c(n1)OC(C)(C)Nc1ccccc1-2 | -32 | -16 | -203 | -60 | -205 | -17 | -11 | -13 | 2 | 5.4 | 17
Cc1sc(-c2cccnc2)nc1OC(=O)C1CC1 | -14 | 15 | 10 | -10 | 14 | 1 | -2 | 3 | -2 | 1.3 | -1
CCc1cc2ccc(C)cc2nc1SCC(=O)Nc1cc(C)on1 | 7 | 13 | 26 | -14 | 18 | -20 | 13 | 18 | -6 | -0.5 | -4
CCCCNc1nc2ccccc2nc1NS(=O)(=O)c1ccc(F)cc1 | 0 | 3 | 19 | -10 | 12 | 0 | -1 | -9 | -1 | -0.3 | 6
CCOc1ccc(CNC(=O)C(=O)c2cn(CC(=O)N3CCOCC3)c3ccccc23)cc1OC | 8 | -22 | -18 | -19 | -20 | -9 | 4 | 3 | 1 | -0.2 | 10
COc1ccc(CNc2nc3ccccc3n2Cc2ccc(Cl)cc2)cc1OC | 76 | -15 | 41 | -24 | 18 | 6 | 3 | -3 | 2 | -0.3 | 4
O=C(CO/N=C/c1cccc([N+](=O)[O-])c1)NC1CCCCCC1 | 6 | 13 | 17 | 11 | 5 | -8 | -1 | 7 | 2 | 0.2 | -6
Cc1ccc(Cc2c(-c3ccco3)nc3ccc(Br)cn23)cc1 | -8 | 48 | -172 | -68 | -16 | -3 | nt | nt | nt | 0.9 | -10
CCS(=O)(=O)n1nc(-c2ccco2)nc1N | -15 | -56 | 10 | -8 | 17 | -6 | -3 | 1 | -3 | -0.6 | 2
CC(=O)NS(=O)(=O)c1ccc(NC(=O)CSc2ccccc2)cc1 | nt | -10 | 10 | -32 | 13 | -8 | -6 | -4 | 2 | 1.2 | 6
CC(Oc1ccc(Cl)cc1)/C(N)=N/O (stereo unspecified) | 9 | -18 | 7 | 3 | 15 | -3 | 5 | 11 | -3 | 0.4 | 6
CC(=O)N(CCc1ccccc1C)Cc1cc2cc3c(cc2[nH]c1=O)OCO3 | 4 | 5 | 7 | -7 | 16 | 11 | 8 | 2 | 4 | -2.2 | -5
Cc1cc(C)cc(N2C(=O)CN(Cc3ccccc3)C2=S)c1 | 0 | -3 | 12 | -14 | 17 | -5 | -5 | 3 | 0 | 0.9 | 3
COc1ccc(OC)c(N(CC(=O)Nc2ccccc2)S(C)(=O)=O)c1 | 4 | -14 | 11 | 3 | -13 | 1 | 0 | 14 | 5 | -1.1 | 3
COc1cccc(CN2CC(C(=O)N3CCCCCCC3)CCC2=O)c1 (stereo unspecified) | 10 | 3 | -7 | -7 | -7 | 6 | -1 | -7 | 1 | -0.3 | 6
O=C1NC(=O)N2CCSC2(Cc2ccccc2)N1 (stereo unspecified) | -22 | 19 | -1 | -5 | -5 | 17 | -2 | 3 | nt | 7.1 | -8
CCCS(=O)(=O)c1c(S(=O)(=O)CCC)c2c(C(N)=O)cccn2c1C(=O)c1ccc(F)cc1 | 7 | 0 | 8 | -5 | 11 | -6 | -7 | 4 | 3 | 2.5 | 7
CCOC(=O)C1(Cc2cccc(Cl)c2)CCCN(C(=O)c2ccc(COC)s2)C1 (stereo unspecified) | 23 | 24 | -16 | -25 | -34 | 7 | 9 | -2 | -2 | -0.4 | 0
CC(=O)Nc1ccc(OCCC[n+]2ccccc2)cc1 | -7 | 7 | 9 | -8 | 36 | -9 | 0 | -2 | -4 | -0.1 | -6
CCN1CCCC1CNC(=O)c1csc2c1CCCC2 (stereo unspecified) | 0 | 7 | 8 | 6 | 15 | -2 | -7 | 11 | -1 | 0.8 | 2
O=C(Nc1nnc(-c2cccs2)o1)c1cccc(Oc2ccccc2)c1 | 11 | -4 | 20 | 0 | -7 | 16 | 14 | -7 | 2 | 0.3 | -4
CNC(=O)/C(C#N)=C/c1ccc(-c2nc3ccccc3s2)o1 | -135 | -55 | -246 | -19 | -227 | 3 | nt | nt | 2 | -0.3 | 18
COc1ccc(Cl)cc1NC(=O)COC(=O)Cc1cc(OC)c(OC)c(OC)c1 | -17 | -13 | 5 | 21 | 1 | -19 | -3 | 0 | nt | 1.7 | 20
COC(=O)c1cccc(OCC(O)Cn2cnc3cc(C)c(C)cc32)c1 (stereo unspecified) | 8 | -30 | 14 | 12 | 8 | 8 | -5 | 9 | 3 | -4.0 | 2
CC(=O)Nc1ccc(CNc2nc3cc(-c4ccccc4C)sc3c(=O)n2C)cc1 | -56 | -3 | -13 | -6 | -123 | -6 | nt | nt | nt | 4.2 | -3
COc1ccc(CC(=O)NC(C)c2nnc(SCC(=O)Nc3ccccc3F)n2C)cc1 (stereo unspecified) | -3 | -2 | 3 | -3 | 22 | 17 | -7 | 12 | 6 | -0.3 | 0
CC1CN(C(=O)N2c3ccccc3Sc3ccccc32)C(C)CC1=O (stereo unspecified) | -4 | 2 | 30 | -18 | 13 | -6 | 6 | 9 | 0 | 1.4 | -11
O=C(CN1CCOCC1)Nc1cccc(Cl)c1Cl | 0 | -4 | -6 | 9 | -7 | -3 | -1 | 2 | 0 | -1.1 | -5
COCCCN1C(=O)C(CC(=O)NCCCCc2ccccc2)CC(C(=O)N(C(C)C)C(C)C)=C1C (stereo unspecified) | 8 | -6 | -6 | 21 | 12 | -11 | nt | nt | nt | 0.5 | 10
COc1nccnc1NS(=O)(=O)c1ccc(NC(=S)NC(=O)/C=C/c2ccc(F)cc2)cc1 | -8 | -15 | 11 | 1 | 20 | 16 | 0 | 5 | 1 | -0.9 | 20
CCOCCCn1c(=S)[nH]c2cc(C(=O)NC3CCCCC3C)ccc2c1=O (stereo unspecified) | 9 | -10 | 4 | 4 | 1 | -4 | -7 | 2 | -1 | -0.4 | 11
CCCOc1ccc(C(=O)c2nc3c(n2O)CCCC3)cc1 | -26 | 4 | -28 | 2 | -49 | 37 | -1 | -9 | -5 | -1.7 | -12
CC(=O)c1cccc(NC(=S)NC2CC2)c1 | -9 | 0 | -10 | -10 | 6 | -3 | 7 | 6 | 3 | -0.7 | -4
COc1cc(S(=O)(=O)N(Cc2ccccc2)CC2CCCO2)ccc1-n1cnnn1 (stereo unspecified) | 10 | 11 | 0 | -24 | 17 | -20 | -5 | 0 | -1 | -0.4 | 0
O=C(CN1C(=O)NC2(CCCCC2)C1=O)N1CCN(S(=O)(=O)c2ccc(F)c(F)c2F)CC1 | 7 | 12 | 6 | 4 | 18 | 1 | 0 | -8 | nt | -0.4 | 2
OC(c1ccccn1)C(O)c1ccccn1 (stereo unspecified) | 12 | -1 | 11 | -19 | 3 | -8 | -1 | -6 | nt | -0.9 | 8
Clc1ccc(CSc2snnc2-c2ccccc2)c(Cl)c1 | -40 | 10 | -183 | -77 | -220 | 13 | -15 | -51 | 3 | 0.9 | -5

Copied from the list.
EBV LMP1 NFkB result of `COc1nccnc1NS(=O)(=O)c1ccc(NC(=S)NC(=O)/C=C/c2ccc(F)cc2)cc1` stands at 0
EBV LMP1 NFkB result of `CCOCCCn1c(=S)[nH]c2cc(C(=O)NC3CCCCC3C)ccc2c1=O` (stereo unspecified) stands at -7

The list is partial (hit frequency here may not be typical).
